TCR CD3 inh = human TCR-CD3 binding inhibition; TAMRA-labeled TCR probe fluorescence, biochemical; inhibition, % at 9.4 µM; actives 0.37% (n = 360,000); AID 651800; in the data active means inhibition above about 19%;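 further: recombinant mutant TCR 2C K166C tagged with TAMRA read by polarization; 0% = receptor in buffer alone and 100% = receptor with positive control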
MBD2 DNA inh = blocks human MBD2 binding to methylated DNA. Q9UBB5. TR-FRET, MBD2 binding to methylated oligonucleotide. inhibition, % at 4.4 µM. actives 0.31% (n = 370,000); in the data active means inhibition above about 13%
Target sequence (Q9UBB5 whole entry, looked up): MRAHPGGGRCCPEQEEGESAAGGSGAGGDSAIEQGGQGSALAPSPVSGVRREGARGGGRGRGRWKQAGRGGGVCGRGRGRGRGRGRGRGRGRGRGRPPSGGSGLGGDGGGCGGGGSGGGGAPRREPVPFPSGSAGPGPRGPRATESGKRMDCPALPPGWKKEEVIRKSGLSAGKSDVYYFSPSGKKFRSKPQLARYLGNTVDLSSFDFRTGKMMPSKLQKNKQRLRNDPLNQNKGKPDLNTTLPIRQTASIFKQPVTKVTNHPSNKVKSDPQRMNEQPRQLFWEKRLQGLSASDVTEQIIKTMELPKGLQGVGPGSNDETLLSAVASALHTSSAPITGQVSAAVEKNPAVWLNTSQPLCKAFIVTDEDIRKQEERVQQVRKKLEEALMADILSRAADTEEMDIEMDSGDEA
rCAG binder = r(CAG) repeat RNA binding. TO-PRO-1 dye displacement fluorescence. inhibition, % at 3 µM. actives 1.3% (n = 370,000). AID 651821;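 active means inhibition above the plate cutoff, the mean of all test compounds on that plate plus 3 SD, cut at about 35% in these data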;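 further: 0% = DMSO alone and 100% = 100 µM mitoxantrone as full dye displacement; higher means more dye released from RNA so lower well fluorescence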
GC-B act = GC-B (human) receptor activation. P20594. HEK293-GC-B cells, CNP EC30, cGMP TR-FRET; 0% at EC30 CNP, 100% saturating CNP. activation, % at 10 µM. actives 0.11% (n = 370,000);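 active means activation at 10 µM reaching about 35% in either raw or pattern-adjusted values, limit read from the data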
HTRA1 inhibitor = HTRA1 (human) protease inhibition; actives 0.5% (n = 340,000); inhibition, % at 5.96 µM; Q92743; AID 504803; recombinant HTRA1, FP-rhodamine activity-based probe, fluorescence polarization; in the data active means inhibition above about 36%;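 further: 0% = enzyme with DMSO and 100% = wells lacking enzyme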
GC-A act = GC-A (human) enzyme activation; P16066; HEK293 GC-A cells, cGMP TR-FRET, EC30 ANP; 0% at EC30 ANP, 100% saturating ANP; activation, % at 10 µM; actives 0.14% (n = 370,000); AID 1671463; in the data active means activation above about 40%
PRMT1 inh = PRMT1 (human) inhibition, primary screen | inhibition, % at 2.79 µM | recombinant PRMT1, activity-based probe fluorescence polarization | Q99873 | actives 1.3% (n = 370,000);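 active means inhibition above about 21% made by adding two undisclosed values, limit read from the data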
Target sequence (Q99873 whole entry, looked up): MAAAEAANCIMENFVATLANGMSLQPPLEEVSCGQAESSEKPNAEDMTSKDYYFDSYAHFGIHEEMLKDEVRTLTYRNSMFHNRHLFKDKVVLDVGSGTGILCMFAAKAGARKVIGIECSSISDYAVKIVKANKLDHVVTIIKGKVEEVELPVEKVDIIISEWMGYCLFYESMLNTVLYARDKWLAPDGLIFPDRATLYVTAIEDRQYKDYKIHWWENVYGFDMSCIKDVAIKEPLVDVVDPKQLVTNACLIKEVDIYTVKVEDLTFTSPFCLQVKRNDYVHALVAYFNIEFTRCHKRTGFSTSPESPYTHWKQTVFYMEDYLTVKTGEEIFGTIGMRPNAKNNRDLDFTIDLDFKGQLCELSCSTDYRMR
SIAE primary = blocks human sialic acid acetylesterase. SIAE FP-Rh probe binding, fluorescence polarization. inhibition, % at 9.66 µM. actives 0.69% (n = 370,000). AID 1053197;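 active means inhibition above a cutoff: mean of compounds within the control limits plus 3 SD of those, cut at about 17% in these data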;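 further: 0% = plate median of compound wells and 100% = probe without SIAE protein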
UHRF1 binding = human UHRF1 methylated DNA binding inhibitors; UHRF1 binding to methylated oligo, TR-FRET; inhibition, % at 4.4 µM; actives 0.75% (n = 370,000); Q96T88; in the data active means inhibition above about 21%;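 further: UHRF1 SRA domain binding a hemimethylated CpG hairpin DNA probe; 0% = median of test compound wells and 100% = reference inhibitor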
mABHD4 FP = inhibitors of mouse ABHD4 | purified mABHD4, FP-Rh probe fluorescence polarization | AID 720543 | inhibition, % at 8.92 µM | Q8VD66 | actives 0.54% (n = 370,000);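 active means inhibition exceeding the mean over every tested compound plus 3 SD, cut at about 30% in these data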;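 further: 0% = plate median of compound wells and 100% = S159A mutant with DMSO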
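Test system: mABHD4 protein; Read-out basis: % inhibition; Incubation: 45 min + 60 min at 25 °C; Repeats: single replicate; Technique: fluorescence polarization with parallel and perpendicular emission, 525/598 nm; Compound: 8.92 µM, single dose; Benchmarks: full inhibition S159A mutant plus DMSO, zero as sample-well median.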
The depositor's hits bear a star; . = not tested or not shown.

1	CN1CCN(CCC(=O)Nc2ccc(F)c(F)c2)CC1
2	CCC(C)NC(=O)COCc1cc(-c2ccc3c(c2)OCO3)on1 (stereo not given)
3	CCOc1ccccc1N/C(=C(/C(Cl)=C(Cl)Cl)[N+](=O)[O-])n1cncn1
4	C=CCN1c2ccccc2Sc2cnccc21
5	COc1cccc(N2CCN(c3ccc4nnc(CCC(=O)Nc5cc(C)ccn5)n4n3)CC2)c1
6	O=S(=O)(Nc1cccc(-n2cnnn2)c1)c1ccccc1C(F)(F)F

entry no.,1,2,3,4,5,6
MBD2 DNA inh,-1,4,-1,4,0,-3
mABHD4 FP,-5,2,-1,2,2,0
SIAE primary,-5,2,-7,7,7,5
UHRF1 binding,-1,2,-2,0,-1,3
TCR CD3 inh,2,4,4,-6,4,3
HTRA1 inhibitor,7,-7,-12,-2,-1,2
rCAG binder,1,-2,19,-1,-1,7
PRMT1 inh,2,-2,12,2,-5,-4
GC-A act,4,2,-2,5,-3,2
GC-B act,1,4,-7,2,-5,1

7	Cc1cc(C(=O)Nc2ccc(F)cc2F)on1
8	O=C(Nc1ccc(Br)cc1)C1CCN(C(=O)c2ccco2)CC1
9	Cc1ccccc1NC(=O)c1nc[nH]c1C(=O)NCc1ccccc1
10	CC(C)CCN1C(=O)c2ccc(C(=O)Nc3ccc(O)cc3C(=O)O)cc2C1=O
11	COc1ccccc1-n1cnnc1SCC(=O)Nc1cccc(S(=O)(=O)N2CCCCC2)c1
12	Cc1nc2ccccc2nc1OCc1cccc([N+](=O)[O-])c1

entry no.,7,8,9,10,11,12
MBD2 DNA inh,-1,0,1,4,3,-4
mABHD4 FP,-1,-3,-21,17,0,-4
SIAE primary,2,-1,-9,-10,0,6
UHRF1 binding,8,1,0,2,-1,-2
TCR CD3 inh,-1,-4,-13,-3,-2,4
HTRA1 inhibitor,-1,-1,-23,7,.,4
rCAG binder,-1,-2,2,98*,1,1
PRMT1 inh,-7,3,-1,-4,2,-2
GC-A act,-4,-8,2,1,2,0
GC-B act,4,-2,-3,0,3,3

13	COc1ccc(CNc2ccc3c(c2)nc(C)n3C)cc1OC
14	O=C(Cn1ncc2c(=O)oc3ccccc3c21)N1CCC(N2CCCCC2)CC1
15	CN1C2C=C3C(C#N)=C(N)C(C#N)(C#N)[C@@H](c4ccc(Cl)cc4)[C@@H]3C1CC2 (stereo not given in full)
16	CCOC(=O)[C@@]12CCCC3=C1N(CCC3)C(=O)[C@H]2CC(=O)NCCc1ccccc1OC
17	Cc1ccc(N2CCN(S(=O)(=O)c3ccc(Cl)s3)CC2C)cc1 (stereo not given)
18	NS(=O)(=O)c1ccc(NC(=O)CN2CCN(S(=O)(=O)/C=C/c3ccccc3)CC2)cc1

entry no.,13,14,15,16,17,18
MBD2 DNA inh,2,2,0,8,-2,0
mABHD4 FP,5,-3,8,-10,-7,-2
SIAE primary,10,-2,0,-1,-2,-1
UHRF1 binding,-3,2,1,2,0,4
TCR CD3 inh,8,0,-1,.,9,-3
HTRA1 inhibitor,7,2,-4,.,-15,-8
rCAG binder,0,7,2,0,-1,17
PRMT1 inh,-1,2,8,0,-2,4
GC-A act,-8,3,-11,-2,1,-3
GC-B act,-4,1,-7,-2,1,-6

19	Cc1nc(CS(=O)(=O)c2ccc(Cl)cc2)cc(N2CCOCC2)n1
20	CC(OC(=O)c1cc(=O)[nH]c2ccccc12)C(=O)NCc1ccccc1 (stereo not given)
21	Cc1ccc(C(=O)N(C)Cc2ccccc2)cc1S(=O)(=O)N1CCOCC1
22	O=C1NC(=Nc2ccc3ccccc3c2)S/C1=C/c1ccco1
23	COc1ccccc1CNC(=O)c1cc(=O)c2ccccc2o1
24	CC(=O)OCCn1c(Br)nc2c1c(=O)[nH]c(=O)n2C

entry no.,19,20,21,22,23,24
MBD2 DNA inh,4,0,-1,1,3,2
mABHD4 FP,2,2,4,6,-1,-3
SIAE primary,-5,7,-4,32*,5,-1
UHRF1 binding,0,2,-1,1,-3,2
TCR CD3 inh,-3,-4,7,-4,0,2
HTRA1 inhibitor,3,-3,1,-6,3,4
rCAG binder,-2,0,-8,44*,1,4
PRMT1 inh,3,-2,-1,2,-1,1
GC-A act,1,-2,-1,-15,3,-2
GC-B act,-4,2,4,-2,2,-1

25	N#C/C(=C\N1CCOCC1)C(N)=O
26	O=S(=O)(NCC1(N2CCOCC2)CCCCC1)c1ccc(Cl)cc1C(F)(F)F
27	CC1=CC2(C)C(C3C(C)=CC2(C)C(=O)C3(C)O)C(C)(O)C1=O (stereo not given)
28	Cc1ccc(OCC(=O)OCc2c(C)noc2C)cc1C
29	O=C1CCc2cc(S(=O)(=O)N3CCC(C(=O)NCc4ccccc4Cl)CC3)ccc2N1
30	NC(=O)C1CCN(C(=O)CCCCCn2c(=O)[nH]c3ccsc3c2=O)CC1

entry no.,25,26,27,28,29,30
MBD2 DNA inh,-1,-2,0,2,2,3
mABHD4 FP,7,-3,5,1,0,-4
SIAE primary,-3,-2,-6,-3,0,-2
UHRF1 binding,0,1,0,-2,3,4
TCR CD3 inh,-1,-1,-4,6,6,-1
HTRA1 inhibitor,.,-9,8,0,-5,4
rCAG binder,0,-5,-1,-6,1,-1
PRMT1 inh,-1,-1,-2,1,-4,1
GC-A act,0,-5,4,-2,-2,2
GC-B act,0,0,3,-7,-2,2

Shown with tabs: part of the list above.
#	SMILES	MBD2 DNA inh	mABHD4 FP	SIAE primary	UHRF1 binding	TCR CD3 inh	HTRA1 inhibitor	rCAG binder	PRMT1 inh	GC-A act	GC-B act
15	CN1C2C=C3C(C#N)=C(N)C(C#N)(C#N)[C@@H](c4ccc(Cl)cc4)[C@@H]3C1CC2 (stereo not given in full)	0	8	0	1	-1	-4	2	8	-11	-7
16	CCOC(=O)[C@@]12CCCC3=C1N(CCC3)C(=O)[C@H]2CC(=O)NCCc1ccccc1OC	8	-10	-1	2	.	.	0	0	-2	-2
17	Cc1ccc(N2CCN(S(=O)(=O)c3ccc(Cl)s3)CC2C)cc1 (stereo not given)	-2	-7	-2	0	9	-15	-1	-2	1	1
18	NS(=O)(=O)c1ccc(NC(=O)CN2CCN(S(=O)(=O)/C=C/c3ccccc3)CC2)cc1	0	-2	-1	4	-3	-8	17	4	-3	-6

Continuation:
31	O=C(CNC(=O)Cc1ccccc1)N=Nc1c(O)[nH]c2ccc(Br)cc12
32	O=C(COc1ccc(S(=O)(=O)N2CCCCC2)cc1Cl)N1CCCC1
33	Cc1noc(C)c1NC(=O)N(C)C[C@H]1OCc2cn(nn2)CCCC(=O)N([C@H](C)CO)C[C@@H]1C
34	CCOc1cc(N2CCOCC2)c(OCC)cc1NC(=O)CN1CCCC(C)C1 (stereo not given)
35	CC(=O)N(C)c1ccc(N=Cc2cc3c(cc2[N+](=O)[O-])OCO3)cc1
36	CSc1n[nH]c(=S)n1N

entry no.,31,32,33,34,35,36
MBD2 DNA inh,-4,2,5,-2,-7,1
mABHD4 FP,8,7,3,-2,28,3
SIAE primary,-6,1,1,8,13,5
UHRF1 binding,-2,2,-1,6,3,-2
TCR CD3 inh,2,-6,0,7,8,2
HTRA1 inhibitor,-5,-1,.,-2,10,1
rCAG binder,8,-3,0,-11,7,1
PRMT1 inh,4,3,-1,-2,-1,-1
GC-A act,-4,-2,5,2,1,1
GC-B act,-1,1,-1,-1,0,2

37	COc1ccccc1C(=O)Nc1ccc(-c2nnn(CC(=O)N3CCN(C(=O)c4ccco4)CC3)n2)cc1
38	Cc1nn(CC(=O)N2CCCC2)c(=O)c2cc3cc(F)ccc3n12
39	O=S(=O)(c1ccc2ccccc2c1)n1cnc2ccccc21
40	CC1CCCCN1C(=O)CSc1nnc2ccccn12 (stereo not given)
41	CS(=O)(=O)N1CCCC(C(=O)Nc2ccc(Br)cc2F)C1 (stereo not given)
42	CCOC(=O)c1[nH]nc(-c2cc(CC)c(O)cc2O)c1-c1cscn1

entry no.,37,38,39,40,41,42
MBD2 DNA inh,7,-4,8,0,-2,-1
mABHD4 FP,3,1,-20,1,1,1
SIAE primary,-9,-10,0,-1,-5,4
UHRF1 binding,1,-4,1,0,4,0
TCR CD3 inh,-4,7,-7,8,-4,-7
HTRA1 inhibitor,-2,3,-13,4,3,-2
rCAG binder,5,1,4,-1,-2,-1
PRMT1 inh,2,1,7,-8,-1,-3
GC-A act,0,-2,-9,1,3,2
GC-B act,-2,4,6,-4,0,-2

43	Cc1cccc(C)c1NC(=O)C(c1ccccc1)N1CC(=O)Nc2ccccc21 (stereo not given)
44	Cc1ccc(NS(=O)(=O)c2ccc(-n3cccn3)cc2)nc1
45	CC(=O)N1CCc2cc(S(=O)(=O)NCCC(=O)Nc3cccc(C)c3)ccc21
46	CCn1c(SCC(=O)Nc2cccc(OC)c2)nnc1-c1ccc(Cl)cc1
47	COc1cccc(C(=O)Oc2ccc3c(C)cc(=O)oc3c2C(C)=O)c1
48	CC(C)c1ccc(OCC(=O)N2CCCCCC2)c(Br)c1

entry no.,43,44,45,46,47,48
MBD2 DNA inh,1,-6,6,-4,-1,6
mABHD4 FP,-3,1,-2,-3,-2,9
SIAE primary,2,6,2,-3,-4,1
UHRF1 binding,0,-3,22*,-5,0,1
TCR CD3 inh,9,3,4,4,0,1
HTRA1 inhibitor,-3,2,5,-20,-2,-3
rCAG binder,3,-1,0,-5,0,-5
PRMT1 inh,-1,3,0,-5,0,0
GC-A act,-6,1,-3,-10,-1,6
GC-B act,-8,2,7,-3,-2,1

49	NC(=O)c1ccsc1NC(=O)C1CC1
50	CCOC(=O)C1=CN(CC)S(=O)(=O)NC1CCc1ccccc1 (stereo not given)
51	O=S(=O)(NCc1cccs1)c1cccc(S(=O)(=O)N2CCCCC2)c1
52	O=C(NCSc1ccnc(SCNC(=O)c2ccc(F)cc2)n1)c1ccc(F)cc1
53	NC(=O)c1c(N)[nH]c(C(=O)c2ccccc2)c1-c1ccc(Br)cc1
54	CC(Cc1ccccc1)NC(=O)c1cc([N+](=O)[O-])ccc1Cl (stereo not given)
55	CNC(=O)C1(CC(C)C)C=CCN1C(C)=O (stereo not given)

entry no.,49,50,51,52,53,54,55
MBD2 DNA inh,-3,-2,-3,5,2,-4,4
mABHD4 FP,1,2,0,4,3,1,0
SIAE primary,5,-6,8,8,7,2,17*
UHRF1 binding,-1,1,9,1,-1,-2,2
TCR CD3 inh,7,-1,0,8,1,5,-4
HTRA1 inhibitor,7,-8,-5,1,.,3,2
rCAG binder,0,2,-2,-3,6,0,-2
PRMT1 inh,-2,5,-2,4,1,-2,-4
GC-A act,2,-4,-2,3,-5,-4,-1
GC-B act,3,-2,1,-2,1,-4,-2

Some of the compounds tested (hit frequency here may not be typical).
